High-throughput results deposited in PubChem by NMMLSC.
Bim-Bcl-B: inhibitors of Bim-Bcl-B binding, primary screen, biochemical, multiplexed, human Bcl-2 family. Bcl-2-like protein 10 (Homo sapiens), Q9HD36. bead-based flow cytometry, Bim peptide-Bcl-B binding. inhibition, % at 10 µM. actives 0.073% (n = 190,000);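 note: 0% = tracer peptide without compound and 100% = reference inhibitor peptide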
RGS7-Gao reg: RGS7-Galphao binding modulators, primary screen, biochemical, multiplexed bead flow cytometry | Guanine nucleotide-binding protein G(o) subunit alpha (Homo sapiens), P09471 | actives lie on both sides | binding response (% of control), % at 10 µM | actives 0.35% (n = 220,000) | AID 1439, 2008; in the data active = binding response below about 49% or above about 150%; inconclusive = no clear call, values can overlap the other calls; inactive = in between;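 note: fluorescent Galphao held in activated GDP-AlF4 state binding bead-coupled RGS7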
Bfl-1 Bim block: inhibitors of Bim binding to Bfl-1, primary screen, biochemical, multiplexed, bead-based flow cytometry; Bcl-2-related protein A1 (Homo sapiens), Q16548; Bim-Bfl-1 binding inhibition; inhibition, % at 10 µM; actives 0.12% (n = 190,000); AID 1008, 2008;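 note: 0% = wells without compound plus tracer and 100% = blocker peptide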
Bim-Mcl-1: inhibitors of Bim peptide binding to Mcl-1, primary screen, biochemical, bead-based flow cytometry, multiplex. Bim peptide-Mcl-1 binding. inhibition, % at 10 µM. actives 0.1% (n = 190,000);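 note: 0% = no compound tracer wells and 100% = peptide blocker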
Target sequence (Q07820 whole entry, looked up): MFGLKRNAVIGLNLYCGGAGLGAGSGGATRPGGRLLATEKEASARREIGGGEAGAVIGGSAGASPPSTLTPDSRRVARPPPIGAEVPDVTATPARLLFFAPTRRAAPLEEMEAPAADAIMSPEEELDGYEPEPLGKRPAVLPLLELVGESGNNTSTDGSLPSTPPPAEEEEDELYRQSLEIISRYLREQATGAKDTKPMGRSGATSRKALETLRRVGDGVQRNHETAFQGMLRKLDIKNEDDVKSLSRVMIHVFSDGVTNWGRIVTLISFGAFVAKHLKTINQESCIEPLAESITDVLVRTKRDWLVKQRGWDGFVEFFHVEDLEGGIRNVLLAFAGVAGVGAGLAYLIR
RGS4-Gao reg: modulators of RGS4 binding to Galphao, primary screen, biochemical, multiplexed bead flow cytometry | binding response (% of control), % at 10 µM | actives lie on both sides | Guanine nucleotide-binding protein G(o) subunit alpha (Homo sapiens), P09471 | actives 0.33% (n = 220,000) | AID 1415, 2008; in the data active = binding response below about 49% or above about 150%; inactive = in between;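 note: fluorescent Galphao activated with aluminum fluoride binding bead-coupled RGS4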
ABCG2 inh: ABCG2 efflux pump inhibitors, primary screen, multiplex with ABCB1, IgMXP3 cells, flow cytometry. Broad substrate specificity ATP-binding cassette transporter ABCG2 (Homo sapiens), Q9UNQ0. JC-1 efflux. inhibition, % at 6.6 µM. actives 0.1% (n = 190,000). AID 1325, 2008;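 active = inhibition above 80%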;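 note: 0% = DMSO and 100% = nicardipine control wells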
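material = IgMXP3 (ABCG2) plus far-red-tagged CCRF-Adr (ABCB1) cells | amount = 3 million cells/mL, equal mix of both lines | also added = JC-1 transporter substrate | dosing = one concentration, 6.6 µM final | schedule = 10 min at 25 °C | measured by = flow cytometric JC-1 green MFI at 530 nm | read-out basis = percent efflux inhibition, scaled nicardipine 100% to DMSO 0%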
RGS8-Gao reg: RGS8-Galphao binding modulators, primary screen, biochemical, multiplexed bead flow cytometry; actives lie on both sides; response (percent of control binding), % at 10 µM; actives 0.34% (n = 220,000); Guanine nucleotide-binding protein G(o) subunit alpha (Homo sapiens), P09471; in the data active = response below about 60% or above about 140%; inactive = in between;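 note: Galphao activated as the GDP aluminium fluoride complex binding bead-coupled RGS8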
Bcl-XL Bim block: inhibitors of Bim-Bcl-XL binding, primary screen, biochemical, multiplexed, bead flow cytometry, human Bcl-XL | Bcl-2-like protein 1 (Homo sapiens), Q07817 | Bim peptide-Bcl-XL binding, fluorescence | inhibition, % at 10 µM | actives 0.04% (n = 190,000) | AID 1007, 2008
Target sequence (Q07817 whole entry, looked up): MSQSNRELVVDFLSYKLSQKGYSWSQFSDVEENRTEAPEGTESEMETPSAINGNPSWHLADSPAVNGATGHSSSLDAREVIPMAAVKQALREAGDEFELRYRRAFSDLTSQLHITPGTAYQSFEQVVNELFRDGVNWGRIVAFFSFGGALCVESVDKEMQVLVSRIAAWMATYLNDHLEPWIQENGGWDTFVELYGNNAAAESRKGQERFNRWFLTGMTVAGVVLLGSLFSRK
Bim-Bcl-2: inhibitors of Bim-Bcl-2 binding, primary screen, biochemical, multiplexed, human Bcl-2 family. Bead-based flow cytometry, Bim peptide-Bcl-2 binding. AID 950, 2007. actives 0.06% (n = 190,000). inhibition, % at 10 µM; in the data active = inhibition above about 40%; inconclusive = no clear call, values can overlap the other calls;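 note: 0% = no compound wells with probe peptide and 100% = reference peptide inhibitor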
Target sequence (P10415 whole entry, looked up): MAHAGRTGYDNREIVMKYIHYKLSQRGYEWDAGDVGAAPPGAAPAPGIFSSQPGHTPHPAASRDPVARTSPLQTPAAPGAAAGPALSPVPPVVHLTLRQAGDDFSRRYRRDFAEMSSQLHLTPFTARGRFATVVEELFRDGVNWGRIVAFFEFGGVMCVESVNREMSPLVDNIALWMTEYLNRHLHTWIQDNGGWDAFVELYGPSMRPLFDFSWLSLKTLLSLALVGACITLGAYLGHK
Bcl-W Bim block: inhibitors of Bim binding to Bcl-W, primary screen, biochemical, multiplexed, bead-based flow cytometry | Bcl-2-like protein 2 (Homo sapiens), Q92843 | Bim peptide-Bcl-W binding | inhibition, % at 10 µM | actives 0.02% (n = 190,000);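 note: 0% = bound tracer without compound and 100% = peptide blocker; higher means less fluorescent Bim peptide bound to Bcl-W beads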
Target sequence (Q92843 whole entry, looked up): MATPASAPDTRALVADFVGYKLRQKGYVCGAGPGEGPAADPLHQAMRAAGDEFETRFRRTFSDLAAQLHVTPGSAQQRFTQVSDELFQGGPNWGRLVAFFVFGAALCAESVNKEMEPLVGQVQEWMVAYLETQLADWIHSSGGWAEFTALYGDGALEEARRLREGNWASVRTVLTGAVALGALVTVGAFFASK
ABCB1 block: ABCB1 efflux pump inhibitors, primary screen, cell-based, multiplex, flow cytometry, ABCG2 counter-screen. CCRF-Adr cells, JC-1 efflux. actives 0.067% (n = 190,000). inhibition, % at 6.6 µM. ATP-dependent translocase ABCB1 (Homo sapiens), P08183; in the data active = inhibition above about 40%;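 note: 0% = vehicle and 100% = reference inhibitor; higher value means more JC-1 retained so stronger ABCB1 efflux block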
Active calls of the source: *; ? = inconclusive; nt = no result given. Cut-off read from the data, not from the text of the source, unless noted: active = inhibition above about 40%.

item	mol	Bim-Bcl-B	RGS7-Gao reg	Bfl-1 Bim block	Bim-Mcl-1	RGS4-Gao reg	ABCG2 inh	RGS8-Gao reg	Bcl-XL Bim block	Bim-Bcl-2	Bcl-W Bim block	ABCB1 block
1	O=c1[nH]c(/C=C/c2ccc(OC(F)F)cc2)nc2c1cnn2-c1ccccc1	-4	?	-6	1	99	10	102	0	-1	0	0.2
2	NC(=O)CCCC1=NS(=O)(=O)c2ccccc2N1	-2	91	-1	-2	94	1	97	-2	-1	-4	0.3
3	Cc1ccc(S(=O)(=O)N2CCN(C(=O)COC(=O)COc3ccccc3)CC2)cc1	-8	106	-14	-3	106	-1	105	-3	-8	-4	-0.1
4	CC(C)CN(Cc1c(O)ccc2ccccc12)CC(C)C	-5	?	-2	-1	101	0	100	-3	0	-1	-0.6
5	CCNc1nc(NCC)n2c(SCC(=O)Nc3ccc(C(F)(F)F)cc3[N+](=O)[O-])nnc2n1	0	96	0	-1	101	8	104	0	-3	0	1.3
6	COc1cc(OC)c(C2Oc3nc(SC)nnc3-c3ccccc3N2C(C)=O)cc1OC (stereo not drawn)	-6	96	-12	-1	96	2	97	-4	-8	1	1.1
7	CCCSc1nc(SCC(=O)NCc2ccccc2)c2c3c(sc2n1)COC(C)(C)C3	-1	97	-2	-2	99	4	97	-1	-2	0	0.9
8	Cc1cc2c(=O)n(CC(=O)N3CCN(c4ccc(F)cc4)CC3)cnc2s1	-3	96	-8	2	98	1	99	-1	-3	1	0.2
9	CCOc1ccc(S(=O)(=O)NCCN2CCOCC2)c2ccccc12	-3	100	2	-1	103	1	105	-6	-2	0	0.2
10	COc1cc(C(=O)NCCN2C(=O)S/C(=C\c3cccs3)C2=O)cc(OC)c1OC	-4	100	-3	1	101	18	102	-1	-3	0	3.0
11	CC1CCCCN1S(=O)(=O)c1coc(C(N)=O)c1 (stereo not drawn)	1	102	-2	-1	105	1	104	3	1	-2	0.3
12	Cc1cc(=O)oc2c1ccc1oc(/C(=N/O)c3ccccc3)c(C)c12	-11	99	-13	-6	108	1	103	-7	-6	-4	0.3
13	COCCNC(=O)c1cc(Br)ccc1Cl	-3	104	0	-2	103	13	101	-2	0	-1	1.1
14	CCOC(=O)/C(=N\Nc1ccccc1[N+](=O)[O-])c1csc(N)n1	2	98	3	-1	104	9	106	0	0	0	1.4
15	N#Cc1cc2ccccc2nc1SCc1cccnc1	-6	101	0	7	99	1	99	0	0	-3	0.3
16	Cc1nc(CN(C)C(=O)c2ccccc2OC2CCN(S(C)(=O)=O)CC2)cs1	-1	114	5	-3	115	0	114	-2	0	-4	0.1
17	COc1cc(/C=N/NC(=O)c2ccc(COc3ccccc3Cl)o2)cc(Br)c1O	-18	102	1	-19	102	0	104	nt	-5	nt	-0.5
18	CNS(=O)(=O)c1ccc(NC(=O)c2ccc(Cl)cc2Cl)cc1	-12	103	-1	-6	103	2	89	-7	-5	-6	0.8
19	COC(=O)CCC(=O)Nc1cccc2ccccc12	1	97	-2	0	99	0	102	0	-5	-1	0.1
20	O=C(CSc1nnc(-c2ccccc2F)o1)OCc1ccccc1	3	99	3	1	95	0	100	-4	16	0	-0.2
21	O=C(C1=C(O)C(=O)N(Cc2ccco2)C1c1cccnc1)c1cc2ccccc2o1 (stereo not drawn)	-10	104	-10	-5	102	-1	100	-9	-6	-1	0.1
22	CCOC(=O)C(Cc1ccccc1)c1ccnc2nc(N)nn12 (stereo not drawn)	-1	?	-5	0	99	2	100	-1	1	0	0.2
23	CCCCn1c(SCC(=O)Nc2ccc3c(c2)CCC3)nc2ccccc2c1=O	-4	103	1	-1	103	5	102	-2	2	-1	1.0
24	O=C(N/N=C/c1ccc(O)cc1O)c1ccc(CN2C(=O)c3cccc4cccc2c34)cc1	-10	?	-5	-1	92	-11	92	-4	-5	-1	-2.2
25	CCc1cc(-c2n[nH]c(=S)n2CC)cs1	-13	108	-8	-3	102	-2	102	-5	-3	-1	-0.4
26	COC(=O)CSc1nnc(-c2ccccn2)n1Cc1ccco1	-10	98	-22	-4	103	6	99	-5	-6	-2	0.8
27	CCN1CCN(C(=S)c2ccc(OCC(=O)N3CCOCC3)cc2)CC1	-6	8.8*	-11	3	8.1*	1	17*	-3	-2	3	0.2
28	CCOC(=O)C1CCCN(C(=O)c2ccc(Cl)c(S(=O)(=O)N3CCCCCC3)c2)C1 (stereo not drawn)	0	105	-5	-2	105	-1	103	-4	-1	-3	1.1
29	CCC(=O)Nc1cccc(C(=O)c2ccc(C)c(C)c2)c1	-2	?	-4	0	101	18	102	1	-5	1	0.7
30	CC(C)CCNC(=O)c1nnc(Cc2ccc(Cl)cc2)o1	-4	102	-8	1	100	2	101	2	-4	1	0.4
31	COc1ccc(OC)c(NC(=O)CSCc2cnn(-c3ccccc3)c2-n2cccc2)c1	-3	99	-5	1	94	9	98	0	-4	1	1.2
32	CC(C)CNC(=O)CSc1nc2nn(-c3ccccc3)c(=O)c-2c2n1CCCCC2	0	101	-4	1	104	5	105	-1	3	1	1.4
33	COc1cc(/C=N/NC(=O)Cc2ccc(Br)cc2)cc(OC)c1O	-3	105	-3	0	105	0	105	-1	-3	3	-0.6
34	Cn1c(=O)c2c(nc(NCCCO)n2Cc2cccc(C(F)(F)F)c2)n(C)c1=O	0	98	1	-2	97	4	94	-2	0	5	0.5
35	Nc1nc(-c2ccccc2)nn1C(=O)c1ccco1	-2	94	-6	-2	101	3	103	-2	-3	0	0.2
36	Cc1ccc(CSc2nnc(-c3ccncc3)o2)c(C)c1	0	98	-3	2	97	5	99	0	-1	-1	-0.1
37	CC(C)OC(=O)c1cc(=O)[nH]c2ccccc12	-1	102	-6	2	106	2	102	2	0	2	0.2
38	CCc1ccc2c(c1)C(=O)C(=O)N2CC(=O)Nc1ccc(NC(=O)c2ccccn2)cc1	-3	96	-5	0	96	4	97	0	-3	-1	1.0
39	Cc1ccc2nc(NC(=O)COC(=O)c3ccccn3)sc2c1	-6	96	-5	-1	94	4	93	-1	3	-1	1.2
40	Cc1ccc(S(=O)(=O)N2CCCC2C(=O)OCc2nc3ccccc3s2)cc1 (stereo not drawn)	-11	102	-8	-5	100	1	102	-7	-7	-2	0.7
41	CCc1ccccc1NC(=O)CN(C)C(=O)CSc1nn(-c2ccccc2)c(=S)s1	-12	101	-15	-4	101	4	99	-12	-11	-6	0.3
42	CC1(C)Cc2cccc(OCC(=O)Nc3cccnc3Cl)c2O1	-8	99	-13	0	101	3	98	-10	-6	2	0.4
43	Cc1cc(NCCCN2CCOCC2)n2nc(C)c(-c3ccccc3)c2n1	0	96	0	0	89	3	96	2	1	1	0.8
44	O=c1[nH]c(NNC(=S)NCc2ccccc2)nc2c1C1(CCCCC1)Cc1ccccc1-2	1	100	-4	-1	96	-7	95	0	0	-2	-0.8
45	Cc1onc(-c2ccccc2Cl)c1C(=O)Nc1sc2c(c1C#N)CCC2	-6	101	6	0	98	2	98	-4	0	-2	1.5
46	O=[N+]([O-])c1ccc(S(=O)(=O)N(CCCN2CCOCC2)Cc2cccs2)cc1	-8	?	-4	-3	95	5	98	-2	-1	0	2.3
47	CC(=O)c1ccc(NC(=O)c2cc(Cl)sc2Cl)cc1	-5	100	-6	-5	103	0	101	-7	-6	-6	-0.4
48	NNC(=O)c1sc(-c2ccc(Cl)cc2)cc1N	-3	99	-1	1	83	-1	94	2	2	3	-0.5
49	O=C(Nc1c(C(=O)N2CCOCC2)cnn1-c1ccccc1)c1ccco1	1	102	-6	-2	99	-1	102	0	-2	-2	-0.2
50	CC(=O)c1ccc(NC(=O)c2ccn(C(=O)OCC(C)C)n2)cc1	-2	100	0	-2	101	10	103	-3	2	-1	1.4
51	NS(=O)(=O)c1ccc(NC(=O)/C=C/c2ccccc2Cl)cc1	-4	97	-9	-1	99	1	98	1	-7	-1	0.5
52	Cc1ccc2c(CC(=O)OCc3cc(=O)n4c(n3)sc3ccccc34)coc2c1	-7	89	-7	0	82	0	99	-4	-7	5	-0.1
53	NC(=S)NNC(=O)Nc1ccc(Cl)c(Cl)c1	-9	97	-9	-3	100	-6	101	-2	-2	-3	-0.8
54	COc1ccc(-c2nnc(SC(C(=O)c3c[nH]c4ccccc34)c3ccccc3)n2N)cc1OC (stereo not drawn)	-10	94	2	-4	97	20	99	-4	-2	0	0.0
55	COc1cc(OC)nc(NC(C)=O)n1	2	101	0	2	102	0	103	0	1	3	-0.2
56	COc1ccc(/C=N/Nc2cc(N3CCCC3)nc(N3CCCC3)n2)cc1	-3	102	-3	-1	104	2	100	-3	-3	-1	0.9

Additional entries.
item	mol	Bim-Bcl-B	RGS7-Gao reg	Bfl-1 Bim block	Bim-Mcl-1	RGS4-Gao reg	ABCG2 inh	RGS8-Gao reg	Bcl-XL Bim block	Bim-Bcl-2	Bcl-W Bim block	ABCB1 block
57	CC(C)(C)NC(=O)Cn1nnnc1-c1nonc1N	-6	99	-10	-1	105	6	100	-12	-9	0	0.9
58	CCN1C(=O)c2cccc3cccc1c23	-2	105	-9	0	104	3	106	1	-6	2	0.2
59	N#C/C(=C\c1c(N(Cc2ccccc2)Cc2ccccc2)nc2ccccn2c1=O)C(N)=O	-12	104	-3	-3	106	-6	102	-9	0	-5	-0.1
60	OCC1(CCCc2ccccc2)CCN(Cc2cc(F)ccc2F)CC1	-5	98	-7	-2	99	2	100	-4	-5	-1	0.8
61	CCCCc1cn([C@@H](CCCCN)C(=O)N2CCNCC2)nn1	-3	91	-4	3	94	0	96	-4	0	2	0.2
62	COC(=O)Nc1ccc(S(=O)(=O)N2CCC(C)CC2)cc1	2	118	-1	-1	122	4	111	1	0	-1	0.6
63	Cc1cc(C(=O)CSc2nncs2)c(C)n1-c1ccc2c(c1)OCO2	-4	100	0	-3	100	7	99	-3	-2	-3	0.9
64	O=C(Nc1nccs1)c1cc2sccc2n1Cc1ccc(F)cc1	-1	104	4	0	102	3	106	0	-3	-2	0.7

Shown as a hit in RGS7-Gao reg, of those listed so far:
cpd	smiles	Bim-Bcl-B	RGS7-Gao reg	Bfl-1 Bim block	Bim-Mcl-1	RGS4-Gao reg	ABCG2 inh	RGS8-Gao reg	Bcl-XL Bim block	Bim-Bcl-2	Bcl-W Bim block
27	CCN1CCN(C(=S)c2ccc(OCC(=O)N3CCOCC3)cc2)CC1	-6	8.8*	-11	3	8.1*	1	17*	-3	-2	3
